ABHD5-PLIN5 inh – blocks binding of human ABHD5 to perilipin-5; Q00G26+Q8WTS1; Split G. princeps luciferase complementation, luminescence, 4 h; inhibition, % at 4 µM; 0.78% of 360,000 active; AID 602281;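 active means inhibition above the mean inhibition across every tested compound plus 3 SD, cut at about 22% in these data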;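 further: 0% = DMSO only wells and the 100% control is not disclosed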
Target sequence (Q00G26 whole entry, looked up): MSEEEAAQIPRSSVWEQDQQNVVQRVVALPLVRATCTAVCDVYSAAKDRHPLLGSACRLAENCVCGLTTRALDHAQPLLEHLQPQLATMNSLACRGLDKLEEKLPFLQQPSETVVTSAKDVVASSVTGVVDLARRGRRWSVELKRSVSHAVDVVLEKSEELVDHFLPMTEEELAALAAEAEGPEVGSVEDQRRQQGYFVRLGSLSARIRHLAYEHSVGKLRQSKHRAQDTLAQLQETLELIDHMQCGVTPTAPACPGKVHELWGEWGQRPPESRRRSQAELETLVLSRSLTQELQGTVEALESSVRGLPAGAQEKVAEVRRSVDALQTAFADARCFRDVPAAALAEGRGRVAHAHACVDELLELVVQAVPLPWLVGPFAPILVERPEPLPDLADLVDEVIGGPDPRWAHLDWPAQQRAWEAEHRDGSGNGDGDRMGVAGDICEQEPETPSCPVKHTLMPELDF
Target sequence (Q8WTS1 whole entry, looked up): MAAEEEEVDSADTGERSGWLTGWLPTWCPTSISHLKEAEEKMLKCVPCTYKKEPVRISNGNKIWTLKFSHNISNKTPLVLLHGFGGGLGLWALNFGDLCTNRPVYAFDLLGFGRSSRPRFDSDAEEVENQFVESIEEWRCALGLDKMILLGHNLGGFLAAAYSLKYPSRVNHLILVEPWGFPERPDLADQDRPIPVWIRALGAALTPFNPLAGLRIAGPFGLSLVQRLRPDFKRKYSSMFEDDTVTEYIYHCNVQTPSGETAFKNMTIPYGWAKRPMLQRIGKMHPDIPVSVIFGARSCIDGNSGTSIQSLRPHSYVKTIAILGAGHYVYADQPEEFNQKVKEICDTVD
ABCB6 inh MLPCN – blocks the human ABCB6 transporter; fluorescence ratio to DMSO, % at 10 µM; 0.19% of 360,000 active; K562-ABCB6 porphyrin accumulation, flow cytometry, 1 h; active compounds read low; Q9NP58;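 active means fluorescence ratio to DMSO below 75%, the collection mean minus 3 SD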;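 further: signal is porphyrin accumulated inside mitochondria; 100% equals median channel fluorescence of DMSO control wells; lower ratio means ABCB6 inhibition with less porphyrin fluorescence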
MC4R antag cAMP – antagonists of human melanocortin 4 receptor (MC4R). inhibition, % at 6.5 µM. AID 540295. 0.48% of 360,000 active. MC4R-expressing cells, MTII-stimulated cAMP, LANCE TR-FRET. P32245;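 active means inhibition above its plate's cutoff, the mean of tested wells on that plate plus 3 SD, cut at about 29% in these data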;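 further: 0% = Melanotan II alone and 100% = Melanotan II plus saturating MCL0020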
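System: U2OS-MC4R stable cell line; Technique: Eu-cAMP/anti-cAMP TR-FRET, emission 671 nm; Repeats: single well per compound; Also added: Melanotan II; Dosing: one concentration, 6.5 µM nominal; Schedule: 30-min compound, 1-h challenge, 1-h detection, room temperature.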
Glyco luc inh – N-linked glycosylation inhibition; D54 ERlucT glycosylation luciferase reporter, 24 h; percent of 100 nM tunicamycin response; reporter increase, % at 12.5 µM; 0.23% of 360,000 active; AID 588692;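 active means mean luciferase reporter signal, scaled so untreated is 0 and the glycosylation-blocking control 100, at or above a set limit in every replicate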;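 further: luciferase carries N-glycosylation sites so blocking glycosylation raises the light; 0% = median of neutral control wells and 100% = median of 100 nM tunicamycin wells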
TLR9-MyD88 block – blocks human TLR9 binding to MyD88; inhibition, % at 4.98 µM; 0.21% of 340,000 active; CHO BLA complementation TLR9-MyD88, CCF4 FRET ratio; AID 504734; Q9NR96+Q99836;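 active means inhibition above the mean over all tested compounds plus 3 SD, cut at about 21% in these data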;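 further: 0% = DMSO only wells and 100% = clavulanate BLA inhibitor control wells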
m5-HT2A agonist – agonists of mouse serotonin 5-HT2A receptor (HTR2A) | P35363 | CHO-K1 mHTR2A beta-arrestin complementation, luminescence; percent of 30 µM serotonin response | activation, % at 7.6 µM | 0.66% of 360,000 active;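 active means activation above a run cutoff, the mean activation of all tested compounds plus 3 SD, cut at about 14% in these data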;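 further: 0% = plate median of compound wells and 100% = 30 µM serotonin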
NCOA2 inhibitor – inhibits human steroid receptor coactivator 2. Q15596. HEK293 GAL4-SRC2 luciferase reporter, luminescence. inhibition, % at 9 µM. 0.17% of 370,000 active;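 active means inhibition above the mean inhibition of all tested compounds plus 3 SD, set per campaign, cut at about 52% in these data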;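 further: 0% = DMSO treated cells and 100% = cells given Gossypol at 36 µM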
NOD2-RIPK2 inh – inhibitors of human NOD2-RIPK2 interaction | CHO BLA complementation NOD2-RIPK2, CCF4 ratio | inhibition, % at 4.98 µM | O43353 | 0.38% of 360,000 active; in the data active means inhibition above about 21%;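 further: 0% = vehicle only and 100% = reference blocker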
Cardio protect – protects H9c2 cardiomyocytes from peroxide injury; protection from H2O2 cell death, % at 20 µM; H2O2 injury protection, ATPLite, 2 h; AID 588492; 0.63% of 360,000 active;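 active means compounds giving at least 50% protection of heart cells from peroxide-induced death in the single-dose screen, raw or plate-pattern-corrected value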;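 further: 0% = DMSO wells with peroxide and 100% = DMSO wells without peroxide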
MC4R ag barr – human MC4R agonism via beta-arrestin | P32245 | U2OS MC4R beta-arrestin complementation, luminescence; percent of melanotan II response, DMSO zero | activation, % at 8.9 µM | 0.98% of 360,000 active;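 active means activation above a per-plate cutoff, the mean activation of sample wells on that plate plus 3 SD, cut at about 8% in these data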
* hit, by the source's call; / = no result given. The list is partial; rates above refer to the full screens.

SMILES | ABHD5-PLIN5 inh | ABCB6 inh MLPCN | MC4R antag cAMP | Glyco luc inh | TLR9-MyD88 block | m5-HT2A agonist | NCOA2 inhibitor | NOD2-RIPK2 inh | Cardio protect | MC4R ag barr
COc1cc(/C=C/c2ccc(/C=C/c3cc(OC)c(OC)c(OC)c3)cc2)cc(OC)c1OC | -6 | 90 | -2 | 6 | -8 | -5 | -1 | -26 | -4 | 1.1
CCCN(Cc1nnc(-c2ccccc2Cl)o1)C(=O)c1cccc(S(=O)(=O)N2CCOCC2)c1 | -7 | 108 | 0 | 1 | -3 | 0 | -10 | -16 | 3 | 0.7
CCOC(=O)C1(C(=O)OCC)NC(=O)CC1C(C)C (configuration not stated) | 4 | 102 | 5 | 3 | 5 | 0 | -2 | 1 | 5 | -1.6
Cc1ccc(C(C)CCN2CCC(n3nccc3NC(=O)c3ccccc3)CC2)o1 (configuration not stated) | 1 | 100 | 1 | / | -7 | -15 | -43 | -5 | -1 | -1.8
COc1cccc(NCc2nnc(SCC(=O)N(C)C3CCS(=O)(=O)C3)n2C2CCCCC2)c1 (configuration not stated) | 1 | 102 | -1 | 2 | -1 | 1 | 1 | -5 | 0 | -3.2
S=c1[nH]nc(-c2ccccn2)n1/N=C/c1ccc(Br)s1 | -2 | 102 | 16 | 3 | 5 | 4 | -19 | -1 | -12 | -1.5
COCCNC(=O)c1cn(CCOC)c(=O)c2c1c1ccccc1n2C | -1 | 97 | 10 | 1 | 0 | 5 | -11 | -3 | 5 | -2.2
Cc1cccc(CS(=O)(=O)c2ncc(Cl)c(C(=O)NCc3ccc4c(c3)OCO4)n2)c1 | 49* | 97 | 33* | -10 | 0 | -10 | 33 | 39* | -12 | -3.4
COC(=O)c1sc(SC)c(S(=O)(=O)C(C)C)c1N/N=C(\C#N)C(=O)c1ccccc1 | -4 | 96 | 5 | 0 | 6 | -1 | 16 | -3 | 6 | -1.7
CCOC(=O)C1CCN(c2nc3ccccc3nc2C(C#N)C(=O)OCCOC)CC1 (configuration not stated) | 4 | 94 | 9 | 2 | 0 | 4 | 12 | -4 | 17 | -2.5
CCOC(=O)c1nn(-c2ccc(Cl)cc2)c(=O)c(C#N)c1C | 10 | 95 | 1 | 2 | 4 | 3 | -29 | 0 | 2 | 0.1
CN(C)c1ccc(NC(=O)CSc2nc(C3CC3)nc3ccccc23)cc1 | -1 | 91 | 2 | 22 | 3 | -1 | -47 | -11 | -2 | -3.1
O=C(NCC1CC1)c1onc(CSc2ccc(F)cc2)c1C(=O)NCC1CC1 | 2 | 97 | 2 | -1 | -5 | 7 | -5 | -10 | -8 | 0.6
O=S(=O)(NCC1(N2CCOCC2)CCCCC1)c1ccccc1Cl | 12 | 98 | -4 | -1 | -6 | -1 | 8 | 10 | 4 | 0.7
Cc1ccc(NC(=O)C2C3CCC(O3)C2C(=O)O)cc1Cl (configuration not stated) | 2 | 93 | -2 | -1 | -4 | 5 | -2 | -7 | -2 | -2.0

The final 3 entries of the part above open the next one:
SMILES | ABHD5-PLIN5 inh | ABCB6 inh MLPCN | MC4R antag cAMP | Glyco luc inh | TLR9-MyD88 block | m5-HT2A agonist | NCOA2 inhibitor | NOD2-RIPK2 inh | Cardio protect | MC4R ag barr
O=C(NCC1CC1)c1onc(CSc2ccc(F)cc2)c1C(=O)NCC1CC1 | 2 | 97 | 2 | -1 | -5 | 7 | -5 | -10 | -8 | 0.6
O=S(=O)(NCC1(N2CCOCC2)CCCCC1)c1ccccc1Cl | 12 | 98 | -4 | -1 | -6 | -1 | 8 | 10 | 4 | 0.7
Cc1ccc(NC(=O)C2C3CCC(O3)C2C(=O)O)cc1Cl (configuration not stated) | 2 | 93 | -2 | -1 | -4 | 5 | -2 | -7 | -2 | -2.0
O=C(NCc1cccnc1)c1cc(C2CCCCN2C(=O)CCc2ccccc2)on1 (configuration not stated) | -8 | 97 | 8 | 1 | / | 2 | 13 | 4 | 5 | -1.7
Cc1ccc(OCCCC(=O)Nc2nncs2)cc1 | 0 | 89 | 6 | 0 | 1 | 1 | -11 | 1 | 8 | -1.6
CSc1nsc(SCC(=O)Nc2ccccn2)n1 | 8 | 96 | 4 | 1 | -4 | 4 | -12 | 0 | 3 | -0.5
Cn1c(Sc2nc3ccccc3n2C)nc2ccccc21 | 5 | 99 | -6 | -3 | -3 | 5 | -4 | -9 | 6 | -0.1
CC(C)N(C(=O)CN1C(=O)NC(c2ccccc2)(c2ccccc2)C1=O)C(C)C | 0 | 101 | 3 | 0 | -1 | 1 | 0 | -5 | 0 | -1.2
CCOP(=O)(OCC)C(Nc1cccc(C)c1)c1ccc(F)cc1 (configuration not stated) | -3 | 95 | 3 | 0 | -4 | -3 | -7 | -10 | 1 | -1.5
O=C(N/N=C/c1ccc(OC(=O)c2cccs2)cc1)c1cccc(F)c1 | -1 | 98 | 11 | 2 | 1 | 1 | / | -6 | -6 | -0.2
C/C(=N/NC(=O)c1sc(NS(=O)(=O)c2ccccc2)nc1C)c1ccccc1 | -2 | 105 | 11 | 1 | -2 | -4 | -2 | -4 | -2 | -1.3
Cc1ccc(S(=O)(=O)N2CCN(CCc3ccccc3)CC2)c(C)c1 | -1 | 93 | 12 | -1 | -9 | -7 | -5 | -4 | -1 | 2.5
COC(=O)c1cn(CCOc2ccc(C)cc2)c2ccccc12 | -16 | 97 | 2 | -6 | 3 | -8 | -2 | 4 | -16 | 5.8
O=C(NC1(C(F)(F)F)NC(=O)N(Cc2ccccc2)C1=O)c1cccs1 (configuration not stated) | 0 | 96 | 16 | 0 | 2 | 5 | -5 | -10 | 3 | -1.2
COc1ccc(C(=O)Oc2cccnc2)cc1OC | 5 | 94 | -1 | -2 | 6 | 3 | -13 | -7 | 1 | 1.5
CCOC(=O)N1CCN(Cc2nc3c(c(=O)n(C)c(=O)n3C)n2Cc2cccc3ccccc23)CC1 | 4 | 93 | 4 | -1 | 7 | 2 | -4 | -2 | -9 | -1.1
Cc1cccc(NC(=O)CSc2nnc(CSc3nc(C)cc(C)n3)o2)c1 | 3 | 89 | 0 | 0 | -3 | 0 | -19 | 4 | -2 | 1.0
O=C(CC[C@H]1O[C@@H](n2cnc3c(NC(=O)c4ccccc4)ncnc32)[C@H](O)[C@@H]1O)N[C@@H](CO)Cc1c[nH]c2ccccc12 | -3 | 104 | / | 3 | / | 7 | 16 | -5 | -1 | /
COC(=O)c1ccc(CNC(=O)COC(=O)c2ccccc2-c2ccccc2)cc1 | 7 | 97 | 2 | -2 | -7 | -4 | -22 | 0 | -12 | 0.5
C=CCn1cccc(C(=O)Nc2ccc(OC)cc2OC)c1=O | 2 | 104 | 17 | -1 | -10 | 1 | -19 | -4 | -4 | -2.1
Cc1cc(C)n(CC(=O)c2ccccc2)c(=O)c1C#N | -2 | 140 | 19 | 2 | -9 | -6 | 0 | 0 | -4 | 0.3
COC(=O)Cc1c(C)c2c(OCc3nn[nH]n3)cc(C)cc2oc1=O | 8 | 101 | 15 | 4 | -7 | 8 | 12 | -7 | 7 | 0.5
COc1ccccc1N1CCN(Cc2nc3ccccc3[nH]2)CC1 | 8 | 102 | 12 | 3 | -8 | -10 | -1 | 0 | -2 | 0.2
NC1=NC[C@H](c2ccccc2)N1CCc1cc(C(F)(F)F)cc(C(F)(F)F)c1 | 8 | 100 | -3 | 3 | 1 | 5 | 13 | -6 | -5 | -0.8
CCc1c(C)c2ccc(O)c(CN(C)C)c2oc1=O | 1 | 93 | 13 | 1 | -1 | -6 | -8 | -6 | 7 | -2.6
Cc1cccc(C(O)(C(=O)NNc2ccc3ccccc3n2)c2cccc(C)c2)c1 | -13 | 88 | 0 | 2 | 10 | 0 | 6 | 2 | 19 | -0.2
O=C(Oc1ccc(F)cc1)N1CCOCC1 | 6 | 100 | 21 | 2 | -14 | 3 | -5 | -11 | 0 | 0.1
Cc1ccc(N2C(=O)C3C(C2=O)N2CCCN2C3c2ccccc2)cc1C (configuration not stated) | 0 | 101 | 22 | 0 | 6 | 5 | 4 | -2 | 8 | -1.3
CCc1ccc2c(c1)NC(=O)C2(C)Cc1ccc(F)cc1 (configuration not stated) | -3 | 98 | -2 | -3 | / | 1 | -2 | -1 | -17 | 2.0
CCn1c(C)nc2cc(C(=O)NNS(=O)(=O)c3ccc(C)cc3C)ccc21 | -1 | 76 | 1 | 1 | 1 | 1 | -4 | -1 | -2 | -2.6
CCC(C)Nc1nc2ccccc2n2c(C)nnc12 (configuration not stated) | -3 | 100 | -3 | 18 | 2 | 5 | -13 | -3 | 7 | -0.8
CCC(=O)N/N=C/c1ccc(OS(=O)(=O)c2ccccc2)cc1 | -4 | 101 | 3 | -1 | -3 | -6 | 11 | 6 | 8 | -0.9
CCn1c(CNC(=O)c2ccco2)nnc1SCC(=O)c1ccc(OC)cc1 | 10 | 97 | 1 | 1 | -2 | -2 | -18 | -4 | 8 | 5.4
Cc1ccc2nc(-c3ccc(NC(=O)CN4CCN(c5ccccn5)CC4)cc3)sc2c1 | 1 | 100 | 19 | -7 | / | 6 | -45 | -12 | -9 | 10.0*
C[C@@H]1CN([C@H](C)CO)C(=O)CCCn2nncc2CO[C@H]1CN(C)C(=O)Nc1ccc2c(c1)OCO2 | 4 | 105 | 21 | 3 | 0 | -3 | 1 | -1 | -8 | 1.1
CC1CCC(NC(=O)CCNS(=O)(=O)c2ccccc2)CC1 (configuration not stated) | 1 | 96 | 5 | 0 | -5 | 2 | -7 | 1 | 10 | -0.9
Cc1cc2c(NCC(C)O)ncnc2s1 (configuration not stated) | -5 | 92 | 1 | 1 | -6 | -2 | -5 | -6 | 1 | -0.1
O=C(NCc1ccccc1)/C(=C/c1ccc([N+](=O)[O-])cc1)NC(=O)c1ccco1 | -5 | 96 | 4 | 2 | 1 | -3 | -5 | -2 | 4 | -0.2
C/C(Sc1nnc(Cc2ccccc2)o1)=C(/O)c1ccccc1 | -4 | 97 | -5 | -3 | -4 | -1 | / | 1 | 7 | 0.1
Cc1ccc(-n2nc(C)c3c2OC(N)=C(C#N)C3c2ccc(F)cc2)cc1 (configuration not stated) | -22 | 102 | 9 | -2 | -2 | -3 | -8 | -5 | -5 | 0.8
COc1ccc(C(=O)Nc2ccc3c(c2)CCCN3C(=O)c2cccs2)c(OC)c1 | 5 | 95 | 3 | -6 | -2 | 5 | 19 | -4 | 23 | -0.4
O=C(CNCC1CCCO1)N1CCCCCC1 (configuration not stated) | 5 | 98 | 23 | 1 | -2 | 1 | -13 | -3 | 2 | 0.7
COc1ccc(OC)c(N2CC(O)=C(c3nc4ccccc4s3)C2=N)c1 | 4 | 83 | 23 | -1 | -1 | -7 | -13 | 1 | -3 | 1.1
CNC(=O)C1=C(C)n2c(nc3ccccc32)NC1c1ccc(OC)cc1 (configuration not stated) | 9 | 92 | -5 | -1 | 8 | 4 | 4 | -4 | 16 | 0.4

High-throughput results as filed in PubChem BioAssay.
